# Bioassay records as filed in PubChem.
# GPR151 activ = activators of human GPR151. Q8TDV0. PathHunter beta-arrestin GPR151 cells, luminescence. activation, % at 11.2 µM. hit rate 1% among 650,000; in the data active = activation above about 4.9%;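 note: 0% = median of compound wells and 100% = cells with positive control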
# FBW7 act = activators of human E3 ligase FBW7; AlphaScreen FBW7–phospho-cyclin E peptide binding, activator screen; normalized activity (activation), % at 26.1 µM; hit rate 0.13% among 650,000; AID 1259310; in the data active = normalized activity above about 1.9%;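 note: purified mutant Fbw7 with reduced substrate affinity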
# Target sequence (Q969H0 whole entry, looked up): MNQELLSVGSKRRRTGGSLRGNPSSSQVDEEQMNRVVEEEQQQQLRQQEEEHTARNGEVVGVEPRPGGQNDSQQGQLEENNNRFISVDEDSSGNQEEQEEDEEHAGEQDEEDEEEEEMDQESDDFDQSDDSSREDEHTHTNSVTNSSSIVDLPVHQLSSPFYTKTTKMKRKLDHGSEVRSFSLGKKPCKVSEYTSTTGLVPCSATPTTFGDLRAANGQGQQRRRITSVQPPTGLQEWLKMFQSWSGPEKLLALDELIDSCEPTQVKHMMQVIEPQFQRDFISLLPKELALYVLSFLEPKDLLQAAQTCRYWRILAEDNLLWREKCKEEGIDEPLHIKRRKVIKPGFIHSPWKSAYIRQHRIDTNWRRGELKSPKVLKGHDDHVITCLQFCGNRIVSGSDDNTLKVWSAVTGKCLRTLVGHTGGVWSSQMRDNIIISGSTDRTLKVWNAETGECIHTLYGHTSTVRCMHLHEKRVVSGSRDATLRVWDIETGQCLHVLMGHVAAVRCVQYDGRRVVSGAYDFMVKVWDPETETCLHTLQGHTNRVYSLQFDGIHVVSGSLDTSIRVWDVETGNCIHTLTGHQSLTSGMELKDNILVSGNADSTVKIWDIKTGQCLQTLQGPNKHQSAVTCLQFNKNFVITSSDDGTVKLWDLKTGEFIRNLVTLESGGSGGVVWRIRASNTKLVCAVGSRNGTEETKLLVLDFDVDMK
# TEAD-YAP inh = TEAD-YAP interaction inhibition; inhibition, % at 9.12 µM; hit rate 1.4% among 640,000; AID 1259422; HEK-TIYL cells, TEAD-Gal4/YAP UAS-luciferase luminescence; in the data active = inhibition above about 32%;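 note: 0% = median of test compound wells and 100% = reference inhibitor wells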
# MITF primary = human MITF inhibition, primary screen | O75030 | inhibition, % at 2.6 µM | hit rate 0.91% among 650,000 | AID 1259374 | AlphaScreen MITF homodimerization, bead proximity signal; in the data active = inhibition above about 50%;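 note: 0% = vehicle wells with protein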
# Starred values were filed as active, the others as inactive; & = joins results of further samples.
SMILES,GPR151 activ,FBW7 act,TEAD-YAP inh,MITF primary
COc1ccc(-c2cc(C(=O)OCC(=O)c3ccc(Cl)c([N+](=O)[O-])c3)c3ccccc3n2)cc1,-0.4,-0.1,5.7,2.3
CC(C)n1c(=O)[nH]c2c(C(N)=O)nc(-c3ccncc3)nc21,0.2,-0.1,13.3,-3.2
CCCCCn1c(=N)c(S(=O)(=O)c2ccc(C)cc2)cc2c(=O)n3ccccc3nc21,0.1,0.2,0.1,-3.0
O=Cc1ccc(OCC(=O)O)c(Br)c1,-1.1,0.2,2.6,1.8
COc1ccc2c(c1)CC(C(=O)Nc1ccc(-c3ccnc(N)n3)cc1)CO2 (configuration not stated),5.2*,13.9*,4.3,-13.8
O=c1[nH]c2cc3c(cc2cc1CN(CCO)Cc1nnnn1Cc1ccccc1)OCCO3,1.5,0.1,5.2,4.0
COc1cc(NC(=O)c2cc3n(n2)C(C(F)(F)F)CC(c2ccc(Br)cc2)N3)cc([N+](=O)[O-])c1 (configuration not stated),0.5,0.0,-2.9,-2.6
COc1ccc(/C=C/C(=O)Nc2ccc(OCc3ccccc3)cc2)cc1,-0.5,-0.1,-0.4,11.6
Cn1c2ccccc2n2c3cnc(C(C#N)C#N)nc3c(=O)c(C#N)c12,1.2,-1.3,-2.4,6.5
CCOc1ccccc1OCC(=O)Nc1ccccc1[N+](=O)[O-],-1.2,-0.6,-11.6,-8.0
COc1cc(OC)cc(C(=O)NN2CCCCC2)c1,-1.0,0.0,-4.8,6.3
CC(=O)NC1=NN(C(C)=O)C(C)(c2ccc(Cl)s2)S1 (configuration not stated),0.5,-0.1,63.5*,-10.1
COc1ccc(-c2nc3ccc(C(=O)NCc4cccc(C(F)(F)F)c4)cc3s2)cc1,1.5,0.1,-16.5,4.6
N#Cc1c2n(cnc1=O)CCCCC2,-1.5,-0.1,3.1,-3.2
CC1=C(C(=O)OC2CCCCC2)C(c2ccc(F)cc2)n2ncnc2N1 (configuration not stated),-0.7,-0.1,-4.3,3.8
CC1CN(c2nn3c(=O)c4ccccc4nc3c3ccccc23)CC(C)O1 (configuration not stated),-0.6,0.1,14.0,6.0
CC(=O)Nc1cccc(NC(=O)CSc2ccc3nnc(-c4ccc(F)cc4)n3n2)c1,-1.7,0.2,-0.8,20.9
COCCCNCCOCCOc1ccccc1F,0.7,0.0,3.5,31.2
O=S(=O)(/C=C/c1ccccc1)Nc1ccc(N2CCOCC2)cc1,1.5,-0.1,10.3,-1.8
COc1ccc(N2CCN(C(=O)CCCOc3ccc(C(C)=O)cc3)CC2)cc1,-2.0,0.1,-0.5,8.1
CC(/C=N/Nc1ccc(S(=O)(=O)N2CCOCC2)cc1[N+](=O)[O-])c1ccccc1 (configuration not stated),3.8,-0.1,-2.3,-11.1
COc1ccc(Nc2nc(Cl)nc(Nc3ccc([N+](=O)[O-])cc3)n2)cc1,-0.2,0.7,-3.4,21.9
Cc1cccc(CC(=O)Nc2cnn(-c3cccc(C(=O)NCCN4CCNC4=O)c3)c2)c1,0.2,0.1,1.6,17.2
Cc1cccc(-c2nc3ccccc3c(=O)n2Cc2ccccc2C)c1,3.7,-0.1,-17.7,4.0
C=CCn1c2ccccc2c2nnc(SC(CC)C(=O)Nc3sc4c(c3C#N)CCCC4)nc21 (configuration not stated),-0.1,-0.1,12.0,5.9

# Laid out differently: entries from further up
Cn1c2ccccc2n2c3cnc(C(C#N)C#N)nc3c(=O)c(C#N)c12
  GPR151 activ: 1.2
  FBW7 act: -1.3
  TEAD-YAP inh: -2.4
  MITF primary: 6.5
CCOc1ccccc1OCC(=O)Nc1ccccc1[N+](=O)[O-]
  GPR151 activ: -1.2
  FBW7 act: -0.6
  TEAD-YAP inh: -11.6
  MITF primary: -8.0
COc1cc(OC)cc(C(=O)NN2CCCCC2)c1
  GPR151 activ: -1.0
  FBW7 act: 0.0
  TEAD-YAP inh: -4.8
  MITF primary: 6.3
CC(=O)NC1=NN(C(C)=O)C(C)(c2ccc(Cl)s2)S1 (configuration not stated)
  GPR151 activ: 0.5
  FBW7 act: -0.1
  TEAD-YAP inh: 63.5*
  MITF primary: -10.1

# Other structures
SMILES,GPR151 activ,FBW7 act,TEAD-YAP inh,MITF primary
Cc1nnn(-c2nonc2N)c1C(=O)N/N=C/c1cccc2ccccc12,-1.7,0.8,-1.0,5.8
CNC(=O)N(C1=NCCCCC1)c1ccc(C)cc1,-1.7,-0.1,-5.3,1.0
Cc1ccc(S(=O)(=O)Nc2cc(C)c3c(c2)-c2ccccc2S(=O)(=O)N3)cc1,-0.6,-0.1,-3.9,18.5
COc1ccc(F)c(CN2CCOc3ccc(C(O)c4ccncc4)cc3C2)c1 (configuration not stated),1.1,-0.3,1.9,-0.8
CC(NC(=O)c1cn(Cc2c(F)cccc2Cl)nn1)c1ccncc1 (configuration not stated),2.1,-0.1,-5.5,9.4
COc1ccc(C2=Nn3c(nnc3-c3ccc(OC)cc3)SC2)cc1,1.2,0.0,49.3*,0.4
CC(C)c1ccc(C2CC(=O)NC3=C2C(=O)CC(C)(C)C3)cc1 (configuration not stated),-0.3,-0.1,4.5,3.1
CN1CCC(N2CCC(Oc3cccc(C(=O)NCCc4ccccn4)c3)CC2)CC1,1.5,-0.1,-5.8,-6.8
COCCn1c(O)c(C=NCC(OC)OC)c(=O)[nH]c1=S,-1.6,0.1,0.6,0.7
Cc1ccccc1NC(=O)CN(c1cccc(Cl)c1C)S(C)(=O)=O,0.9,-0.2,4.5,-3.1
CCCCOc1ccc(C(C)(CC(=O)O)C(=O)O)cc1 (configuration not stated),0.8,0.2,-26.6,14.0
CCCCn1c(=S)nnc2c3ccccc3[nH]c21,0.6,-0.2,-5.7,8.1
Cc1ccc2c(c1)NCC(C(=O)NCc1ccccc1)O2 (configuration not stated),0.4,0.1,12.0,6.2
O=C(c1cc2ccccc2o1)N1CCN(c2ccc(-c3cccnc3)nn2)CC1,-1.4,0.0,-6.1,-7.0
Nc1nnc(SCC(=O)c2cc(Cl)ccc2Cl)s1,-0.7,0.0,-8.9,4.5
COc1ccc(NC(=O)c2ccccc2NC(=O)Nc2ccccc2)cc1,0.4,-0.2,-26.3,5.3
CCOc1ccc(NC(=O)NC(=O)N(c2ccccc2)S(C)(=O)=O)cc1,1.9,0.0,1.6,-2.9
Cc1cc(NN)nc(NS(=O)(=O)c2ccc(Cl)cc2)n1,0.9,-0.1,2.1,7.0
CCOC(=O)c1c(NC(=O)c2cc(-c3ccc(OC)c(OC)c3)nc3ccccc23)sc(C)c1C,-0.6,0.1,-3.0,2.5
Cc1cc(C23CC4CC(CC(C4)C2)C3)ccc1O,-0.5,0.7,-1.0,-8.9
COc1ccc(NC(=O)CSc2nnc(Cc3ccc(OC)c(OC)c3)n2C)cc1,0.4,-0.1,-1.0,-2.2
Cc1cc(C)cc(OCCCCn2ccnc2)c1,-0.5,-0.2,3.5,-0.5
CC(=O)CC(c1ccccc1)c1c(O)c2ccccc2oc1=O (configuration not stated),0.3&-1.6&0.4&0.3&1.7,0.1&0.3&0.1&0.1,10.5&-2.2,16.1&6.4&16.2&0.8&13.7
O=C(Cn1cnc2scc(-c3ccccc3)c2c1=O)Nc1ccc2c(c1)OCCO2,-0.2,-0.2,6.8,2.1
O=C(CSc1ncc(-c2ccccc2)n1CC1CCCO1)N1CCCCC1 (configuration not stated),-0.6,0.1,-1.3,-2.8

# More structures:
SMILES,GPR151 activ,FBW7 act,TEAD-YAP inh,MITF primary
CCc1ccccc1Nc1nc(-c2ccncc2)cs1,0.8,0.2,-22.4,-6.4
COc1ccc(COC(=O)C2=C(C)NC3=C(C(=O)CCC3)C2c2cccc(OC)c2OC)cc1 (configuration not stated),-1.0,0.1,-5.8,-4.2
Cc1ccccc1OCC(=O)N(Cc1ccco1)C1CCS(=O)(=O)C1 (configuration not stated),-0.5,-0.1,-16.2,-9.4
CCN(CC)C(=O)C1CCCN(c2cccc(C(=O)NCCN3CCOCC3)n2)C1 (configuration not stated),1.4,0.0,-0.3,-7.4
COc1cc(C(=O)Nc2sc(C)c(C)c2-c2nc3ccccc3s2)cc(OC)c1OC,-0.5,0.0,0.3,3.9
C/C=C/c1ccc(OCC(=O)NNC(=O)COc2ccc(F)cc2)c(OC)c1,0.6,0.1,-6.7,-11.1
N#CC1=C(N)Oc2cc(N)ccc2C1c1ccc(Br)cc1 (configuration not stated),-0.8,-0.1,0.9,11.9
COc1cc(Br)cc2cc(C(=O)Nc3ccc(F)cc3)c(=O)oc12,-1.0,0.6,2.2,14.4
CC(=O)N1N=C(c2cccs2)CC1c1ccccc1O (configuration not stated),0.8,-0.1,13.0,-1.1
Cn1ncc2c(NCC3CCCO3)ncnc21 (configuration not stated),0.7,0.5,-2.2,2.9
O=C1CNC(=O)/C1=C/c1ccc(O)cc1,-1.7,0.1,-7.0,17.6
O=C1C2C3C=CC(C3=C(c3ccccc3)c3ccccc3)C2C(=O)N1c1ccc(Cl)cc1 (configuration not stated),-0.1,0.2,-14.6,7.0
O=C(CCCCCN1C(=O)C2C3C=CC(C3)C2C1=O)Nc1ccc2ncccc2c1 (configuration not stated),0.9,0.2,7.5,14.8
Cc1ccc(/C=N/Nc2ccc(Cl)c(C(=O)O)c2)s1,-7.6,0.0,-94.8,0.3
COc1ccc(CSc2nnc(-c3cccnc3)n2N)cc1,0.2,-0.1,9.3,5.4
CC(C)c1nc(SCC(=O)NNC(=O)c2ccco2)c2c3c(sc2n1)CCCC3,1.5,0.0,-1.8,2.5
CC1CCCCC1NC(=O)Cn1nnc2ccccc2c1=O (configuration not stated),-1.6,0.1,-11.5,-5.4
CCCC(=O)N1CCN(c2ccc([N+](=O)[O-])cc2F)CC1,1.3,-0.1,9.4,2.5
COc1cc(S(=O)(=O)N(Cc2cccs2)CC2CCCCC2)ccc1-n1cnnn1,0.6,-0.1,4.2,12.5
O=C(COC(=O)c1cccnc1Cl)c1ccccc1Br,0.1,0.8,6.9,19.4
O=C(NCc1ccco1)NC(=O)c1ccccc1,0.1,0.2,-8.7,19.0
Cc1sc2nc(-c3ccccc3Cl)n(CC(=O)Nc3ccccc3C(F)(F)F)c(=O)c2c1C,0.7,-0.1,-2.6,8.0
CCc1ccc(S(=O)(=O)NCCc2csc3nc(-c4ccccc4)nn23)s1,-0.5,-0.4,-3.5,6.8
CCN(CC)Cc1cc(CN[C@H]2C[C@H]3C(=O)N[C@H](Cc4ccc(O)cc4)C(=O)N3C2)ccc1OC,0.8,0.0,1.4,1.7
Cc1c(/C=C2\NC(=S)NC2=O)cc(-c2ccccc2)n1-c1ccccc1,0.4,-0.2,9.6,7.1

# Carrying on.
SMILES,GPR151 activ,FBW7 act,TEAD-YAP inh,MITF primary
COc1ccc(S(=O)(=O)NCCCNc2nc3c(C)cc(C)cc3cc2C#N)cc1,-0.8,0.1,8.3,-0.6
CC(=O)Nc1ccccc1C(=O)C(=O)Nc1cccc(C(=O)N2CC(C)CC(C)C2)c1 (configuration not stated),0.4,-0.1,10.9,3.4
O=S(=O)(c1ccccc1)N1CCSC1c1ccco1 (configuration not stated),-0.6,0.1,-1.5,-2.5
Cc1ccc(-c2cc3c(nn2)-c2ccccc2C3=O)o1,-0.9,-0.6,-28.4,27.1
COc1cc(C)c(S(=O)(=O)N2CCC(C)CC2)cc1C,0.9,0.0,7.3,-2.5
CC(NC(=O)C(=S)N1CCN(C)CC1)c1ccccc1 (configuration not stated),2.8,0.2,13.0,3.9
O=C(NC1CCCCC1)c1ccc(-n2cccc2)cc1,5.8*,-0.1,-44.0,18.7
Cc1nc2ccccc2c(=O)n1-c1nc2ccccc2n1C,-0.2,0.2,1.1,4.5
C=CCNC(=S)NS(=O)(=O)c1ccc(Br)cc1,3.4,0.1,7.3,-0.7
N#C/C(=C\c1ccc(-c2ccc(S(=O)(=O)Nc3ncccn3)cc2)o1)c1ccccn1,-1.6,-0.3,7.9,7.1
CC(C)(C)CN1CCN(Cc2cnc(-c3ccc(Cl)cc3)nc2)CC1CCO (configuration not stated),-0.4,0.3,25.7,11.4
Cc1ccc(C(=O)N2CCN(c3ccc(F)cc3)CC2)cc1,1.8,-0.1,5.6,-0.3
COc1cccc(/C=c2\sc3nc(=O)c(-c4ccccc4)nn3c2=O)c1OC,-0.4,0.4,0.3,11.3
O=C(NC1CC1)C1CCN(S(=O)(=O)N2CCCCC2)CC1,-0.6,0.0,-1.8,0.6
NC1=NC(=O)/C(=C\c2ccc(-c3ccc(Cl)c([N+](=O)[O-])c3)o2)S1,-0.3,0.2,0.8,-0.7
COC(=O)CSC1=C(C#N)C(c2ccc(O)c([N+](=O)[O-])c2)CC(=O)N1 (configuration not stated),-1.8,0.2,1.5,13.9
CCCCN(CC)C(=O)c1ccccc1OC(C)=O,-2.1,0.3,5.5,13.4
Nc1c(C(=O)c2ccc(Br)cc2)sc2nc(-c3cccs3)cc(-c3cccs3)c12,-0.7,0.1,-1.5,10.4
COc1ccc(CNC(=O)c2cnn(-c3ccccc3)c2-n2cccc2)cc1OC,0.7,-0.1,15.4,9.6
C[C@@H]1NC(=O)[C@@H]2C[C@H](NCc3ccccc3)CN2C1=O,-0.3,0.1,-2.4,23.5
COc1ccc(NC(=O)C2(N(C(=O)Cn3nnnc3N)c3ccccc3)CCCCC2)cc1,0.8,0.4,-0.7,16.2
Cc1ccc(S(=O)(=O)N2CCN(Cc3cccn3C)CC2)cc1,1.8,0.1,0.0,29.5
CC(=O)N1c2ccccc2NC2=C(C(=O)CCC2)C1c1ccc(F)cc1 (configuration not stated),-1.1,0.2,-31.7,13.3
